High-throughput results from PubChem.
PABP1 MLLE inh = inhibitors of PABP1 MLLE–PAM2 peptide binding, primary screen, biochemical, fluorescence polarization, FITC-PAM2, GST-MLLE | Polyadenylate-binding protein 1 (Homo sapiens), P11940 | inhibition, % at 20 µM | actives 0.36% (n = 360,000) | AID 588489, 2011; in the data active = inhibition above about 35%, passing the limit was not always enough;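 note: plate controls were DMSO wells with GST-MLLE for no effect and wells lacking GST-MLLE protein for full effect; some results filed as inactive read as strong as hits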
Target sequence (P11940 whole entry, looked up): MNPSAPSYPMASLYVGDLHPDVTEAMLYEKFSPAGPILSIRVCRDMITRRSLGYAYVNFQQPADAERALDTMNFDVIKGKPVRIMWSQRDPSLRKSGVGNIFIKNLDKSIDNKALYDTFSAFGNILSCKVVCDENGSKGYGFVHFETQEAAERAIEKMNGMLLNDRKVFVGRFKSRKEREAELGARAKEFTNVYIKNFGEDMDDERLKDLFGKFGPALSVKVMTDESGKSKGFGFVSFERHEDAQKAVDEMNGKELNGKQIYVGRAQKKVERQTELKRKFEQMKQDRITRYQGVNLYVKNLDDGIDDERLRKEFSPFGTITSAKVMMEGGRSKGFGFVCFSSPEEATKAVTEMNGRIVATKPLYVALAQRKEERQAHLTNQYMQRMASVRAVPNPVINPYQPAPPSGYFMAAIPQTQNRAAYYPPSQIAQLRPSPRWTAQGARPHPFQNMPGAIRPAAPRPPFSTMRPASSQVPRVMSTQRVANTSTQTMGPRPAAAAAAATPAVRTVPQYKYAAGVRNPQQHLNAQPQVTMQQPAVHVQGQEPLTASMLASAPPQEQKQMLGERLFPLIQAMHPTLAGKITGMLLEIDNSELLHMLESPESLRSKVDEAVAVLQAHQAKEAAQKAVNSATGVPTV
Rpn11 block = Rpn11 (PSMD14) deubiquitinase inhibitors, primary screen, biochemical, fluorescence polarization, uHTS | calls only at 20 µM | actives 0.59% (n = 360,000) | 26S proteasome non-ATPase regulatory subunit 14 (Homo sapiens), O00487 | human 26S proteasome, Ub4-pepOG fluorescence polarization; 20S core pre-blocked with epoxomicin;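 active = inhibition at 20 µM, scaled to each plate's controls, above about 33%, limit read from the data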
LMPTP inh = LMPTP phosphatase inhibitors, primary screen, biochemical, fluorescence intensity, uHTS; inhibition, % at 20 µM; recombinant LMPTP-A, OMFP fluorogenic substrate; Low molecular weight phosphotyrosine protein phosphatase (Homo sapiens), P24666; AID 651560, 2012; actives 0.22% (n = 360,000);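 active = compounds that cut the enzyme signal by at least half of the control window in the single-dose screen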;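 note: plate controls were DMSO wells with enzyme plus substrate for no effect and substrate without enzyme for full effect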
Target sequence (P24666 whole entry, looked up): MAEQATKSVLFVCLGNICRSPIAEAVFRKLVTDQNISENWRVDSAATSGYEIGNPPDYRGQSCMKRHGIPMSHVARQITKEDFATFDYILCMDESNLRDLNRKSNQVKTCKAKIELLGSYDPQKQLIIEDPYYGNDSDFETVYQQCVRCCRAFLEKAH
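Test system: LMPTP-A, protein tyrosine phosphatase of low molecular weight; Input: 0.625 nM enzyme; Incubation: 50 min dark incubation at room temperature; Signal: endpoint fluorescence intensity from OMFP dephosphorylation; Read-out basis: % inhibition versus control wells.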
SUMO1 PPI mod = modulators of SUMO1 protein-protein interactions, primary screen, biochemical, uHTS; SUMO1 binding to a labelled peptide, TR-FRET, 1 h; AID 602429, 2012; inhibition, % at 20 µM; actives 0.33% (n = 360,000); Small ubiquitin-related modifier 1 (Homo sapiens), P63165; in the data active = inhibition above about 37%
Target sequence (P63165 whole entry, looked up): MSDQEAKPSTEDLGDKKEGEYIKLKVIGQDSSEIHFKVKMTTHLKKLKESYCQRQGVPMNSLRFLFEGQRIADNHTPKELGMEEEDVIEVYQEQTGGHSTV
Scp1 inh = Scp-1 phosphatase inhibitors, primary screen, biochemical, colorimetric, uHTS | Carboxy-terminal domain RNA polymerase II polypeptide A small phosphatase 1 (Homo … | Recombinant Scp1, phosphopeptide, malachite green phosphate absorbance | inhibition, % at 20 µM | actives 0.88% (n = 340,000) | AID 493091, 2011;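 active = inhibition above about 50% at 20 µM, limit read from the data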;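 note: plate controls were DMSO wells with enzyme for no effect and wells lacking enzyme for full effect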
Target sequence (Q9GZU7 76-261 limits assumed): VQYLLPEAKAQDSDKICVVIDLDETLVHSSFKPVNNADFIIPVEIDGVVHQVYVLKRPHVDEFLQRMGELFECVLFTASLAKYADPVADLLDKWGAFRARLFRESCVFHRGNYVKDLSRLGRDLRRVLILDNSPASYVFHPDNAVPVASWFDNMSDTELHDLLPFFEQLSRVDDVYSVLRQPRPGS
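System: SCP-1 catalytic domain; Reagent: Phospho 17-mer peptide substrate; Doses: one concentration, 20 µM, with 1.0% DMSO; Incubation: 45 min room-temperature reaction, 5 min colour, 30 min stabiliser; Signal: Phosphate-binding colour reagent, absorbance read at 630 nm.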
NadD block = inhibitors of S. aureus NadD, primary screen, biochemical, colorimetric, uHTS; purified NadD enzyme, colorimetric absorbance read-out; inhibition, % at 20 µM; actives 0.78% (n = 360,000); AID 602399, 2012; in the data active = inhibition above about 26%; note: some compounds past the cut are filed as inactive
Tb MetRS inh = T. brucei MetRS inhibitors, primary screen, biochemical, luminescence. methionyl-tRNA synthetase (Trypanosoma brucei brucei). purified T. brucei MetRS, ATP depletion, Kinase-Glo luminescence. inhibition, % at 11.9 µM. actives 0.4% (n = 360,000). AID 624268, 2012;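 active = inhibition above a per-plate cutoff of the control wells' mean inhibition plus 3 SD, cut at about 5.5% in these data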;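 note: 0% = DMSO wells median and 100% = median of wells with control inhibitor compound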
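Material: T. brucei methionyl-tRNA synthetase, purified; reagent: substrates ATP, L-methionine and bulk Escherichia coli tRNA; dosing: 11.9 µM single point; timing: 15 min plus 2 h at 25 °C; detection: luminescence of leftover ATP; evaluation: % inhibition; control set: DMSO-only wells as low control; replicates: singlicate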
DNMT1 inh = human DNMT1 methyltransferase inhibitors, primary screen, biochemical, molecular beacon, fluorescence, HinP1I cleavage, uHTS; DNA (cytosine-5)-methyltransferase 1 (Homo sapiens), P26358; AID 588458, 2011; actives 0.83% (n = 360,000); inhibition (reported as % activation of signal), % at 10 µM; in the data active = inhibition above about 50%
STEP block = STEP phosphatase inhibitors, primary screen, biochemical, fluorescence intensity, uHTS. Tyrosine-protein phosphatase non-receptor type 5 (Homo sapiens), P54829. inhibition, % at 20 µM. actives 0.25% (n = 360,000). recombinant STEP, OMFP fluorogenic substrate;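 active = inhibition at 20 µM, scaled per plate between control wells, above about 37%, limit read from the data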;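 note: 0% = DMSO with enzyme and substrate and 100% = substrate only without enzyme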
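material = STEP tyrosine phosphatase | reagent = fluorogenic phosphatase substrate OMFP at 25 µM final | doses = single compound dose of 20 µM, 1% DMSO final | schedule = 20 min reaction, room temperature, in the dark | measured by = fluorescence, 480/540 nm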
CSN deneddyl inh = inhibitors of CSN-mediated cullin deneddylation, primary screen, biochemical, fluorescence polarization, uHTS; COP9 signalosome complex subunit 5 (Homo sapiens), Q92905; Purified CSN, SCF-Nedd8-OG deneddylation; inhibition, % at 12.5 µM; actives 0.38% (n = 360,000); AID 651999, 2013;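 active = pattern-corrected inhibition above about 35%, with an unprinted fluorescence ratio check between 0.5 and 1.5, limit read from the data, passing the limit was not always enough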;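 note: 0% = enzyme with substrate and 100% = substrate without enzyme; some results filed as inactive read as strong as hits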
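Assay system: Purified human Csn5 enzyme expressed in HEK293T cells | Amount: Enzyme 0.24 nM | Measured by: Fluorescence polarization readout | Medium: Tris/NaCl/DTT buffer, pH 7.5 | Compound dosing: One concentration, 12.5 µM, 0.25% DMSO | Times: 90 min incubation of compound, enzyme and substrate at room temperature | Control set: no-enzyme wells high, enzyme-with-substrate wells low | Read-out: % inhibition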
Numbers without * were called inactive; i = inactive; nt = not tested or not shown.

SMILES	PABP1 MLLE inh	Rpn11 block	LMPTP inh	SUMO1 PPI mod	Scp1 inh	NadD block	Tb MetRS inh	DNMT1 inh	STEP block	CSN deneddyl inh
CCOC(=O)CSc1nnc(-c2ccncc2)o1	2	i	-2.4	-3	5	-5	-0.8	1	0	2
COc1cc(Cl)cc2c1Sc1ccccc1/C2=C/CCN(C)C	14	i	-2.3	-1	4	3	0.0	3	1	0
O=C(NCc1ccc(F)cc1)c1cc(C2CCCCN2C(=O)c2ccc(Cl)cc2)on1 (centres undefined)	1	i	-1.2	-7	nt	-7	-0.2	0	0	0
COCCN(CCOC)C(=O)c1cc2c(=O)n3ccccc3nc2s1	1	i	0.3	-15	4	-3	-0.7	-5	0	-5
Cc1cc(C)nc(NC(=O)c2ccc(Br)cc2)n1	-3	i	-1.4	-6	-6	-2	-0.8	2	-1	-1
Cc1nc(N2CCN(c3ccccn3)CC2)c2c(C)c(C(=O)Nc3ccc(F)cc3F)sc2n1	11	i	6.3	-38	-7	3	-0.5	-5	3	0
O=C(O)CCc1nnc2n(Cc3ccc(F)cc3)c(=O)c3ccccc3n12	3	i	-0.5	6	7	1	-0.6	3	-1	-2
Cc1nn(CC(=O)Nc2ccc3c(c2)OCO3)c(C)c1[N+](=O)[O-]	-8	i	-0.7	-1	1	-2	2.5	-8	-3	2
Cc1ccc(Nc2nc(N)nc(CN3CCN(C)CC3)n2)cc1	5	i	-1.0	0	-8	-7	-0.7	1	-2	-1
CSCCC(NC(=O)c1ccccc1Br)C(=O)NCC1CCCCC1 (centres undefined)	5	i	-0.1	1	6	3	0.5	-4	2	-1
O=C(OCC(F)(F)C(F)F)c1ccccc1C(=O)Oc1ccc(F)cc1F	4	i	1.5	-13	5	-5	-0.3	-4	-1	-1
O=C1CCCCN1CCc1c[nH]c2ccccc12	-4	i	1.0	0	6	0	0.0	-4	-1	-2

Some of the entries so far, with bars between the fields:
compound | PABP1 MLLE inh | Rpn11 block | LMPTP inh | SUMO1 PPI mod | Scp1 inh | NadD block | Tb MetRS inh | DNMT1 inh | STEP block | CSN deneddyl inh
Cc1nc(N2CCN(c3ccccn3)CC2)c2c(C)c(C(=O)Nc3ccc(F)cc3F)sc2n1 | 11 | i | 6.3 | -38 | -7 | 3 | -0.5 | -5 | 3 | 0
O=C(O)CCc1nnc2n(Cc3ccc(F)cc3)c(=O)c3ccccc3n12 | 3 | i | -0.5 | 6 | 7 | 1 | -0.6 | 3 | -1 | -2
Cc1nn(CC(=O)Nc2ccc3c(c2)OCO3)c(C)c1[N+](=O)[O-] | -8 | i | -0.7 | -1 | 1 | -2 | 2.5 | -8 | -3 | 2
Cc1ccc(Nc2nc(N)nc(CN3CCN(C)CC3)n2)cc1 | 5 | i | -1.0 | 0 | -8 | -7 | -0.7 | 1 | -2 | -1
CSCCC(NC(=O)c1ccccc1Br)C(=O)NCC1CCCCC1 (centres undefined) | 5 | i | -0.1 | 1 | 6 | 3 | 0.5 | -4 | 2 | -1
O=C(OCC(F)(F)C(F)F)c1ccccc1C(=O)Oc1ccc(F)cc1F | 4 | i | 1.5 | -13 | 5 | -5 | -0.3 | -4 | -1 | -1
O=C1CCCCN1CCc1c[nH]c2ccccc12 | -4 | i | 1.0 | 0 | 6 | 0 | 0.0 | -4 | -1 | -2

(list continues)
SMILES	PABP1 MLLE inh	Rpn11 block	LMPTP inh	SUMO1 PPI mod	Scp1 inh	NadD block	Tb MetRS inh	DNMT1 inh	STEP block	CSN deneddyl inh
COc1ccc(-c2csc(NS(=O)(=O)c3ccc([N+](=O)[O-])cc3)n2)cc1	22	i	0.0	-12	-9	8	1.0	-2	3	-2
CC1(C)OC(=O)C2=C(C[C@@H](C3CCCC3)O[C@H]2c2ccc(Cl)cc2)O1	nt	nt	1.3	5	nt	-10	-1.1	nt	nt	1
CCOc1ccccc1NC(=O)COC(=O)c1c(CC)noc1C	-9	i	-1.3	1	5	-5	-0.4	2	3	2
CC(=O)Nc1ccccc1NC(=O)C/C(C)=N/NC(=O)C(=O)N1CCCCC1	6	i	-0.3	0	-2	-1	-1.0	-8	1	-4
CCOc1cc(OCC)cc(C(=O)Nc2cccc(C(C)=O)c2)c1	13	i	-1.2	1	-4	-3	-0.2	-2	-1	-1
COCCN(C(=O)CSc1n[nH]c(-c2ccc(OC)cc2)n1)c1c(N)n(Cc2ccccc2)c(=O)[nH]c1=O	-19	i	-1.6	3	-2	3	-0.2	1	0	1
COc1ccc([N+](=O)[O-])c(OC)c1C(=O)NC(=O)Nc1c(F)c(F)c(F)c(F)c1F	-19	i	1.7	-9	-1	-3	-0.6	-1	-5	3
CC1CCCC(C)N1C(=O)COc1ccc(F)cc1 (centres undefined)	-1	i	-0.3	-3	-5	-5	0.1	-4	2	3
COc1ccc(CNC[C@@H](CCCCN(C)Cc2ccc(OC)cc2)N2C[C@H](c3ccccc3)N(CCc3ccc(Cl)c(Cl)c3)C(=O)C2=O)cc1	-11	i	57*	-119	27	18	-0.1	-7	11	6
CN(C)CCCC1Sc2ccccc2Sc2ccccc21 (centres undefined)	14	i	0.0	-3	-10	0	-0.7	1	1	-4
O=C(c1cccs1)N(Cc1ccco1)Cc1cc2ccccc2[nH]c1=O	-13	i	-0.8	1	-6	7	-0.5	-2	2	-3
CCN1CCN(CCNC(=O)c2ccc3c(c2)NC(=O)/C(=C\c2cccc(Cl)c2)S3)CC1	23	i	-8.5	-103	nt	-7	0.0	-6	1	-3
COC(=O)Cn1c(=NC(=O)c2ccc(OC)cc2)sc2cc(OC)ccc21	8	i	0.8	16	-2	-10	-0.7	-2	0	-7
COc1cc(C(=S)N2CCCC2)ccc1OCc1ccc(C)cc1	29	i	0.7	-2	-5	-5	0.0	-4	7	2
Cc1ccc(C(C)C)cc1OCC(=O)NNC(=O)Nc1ccccc1	-15	i	0.8	-2	-8	3	0.6	2	-2	3
Cc1cccc2nc(CNC(=O)CC3C(=O)NCCN3Cc3cccc(F)c3)cn12 (centres undefined)	8	i	-0.1	3	-4	-9	-0.5	-2	-1	-1
COc1cccc(NC(=O)CSc2nnc(Cn3nnc4ccccc43)n2C)c1	-7	i	-0.4	0	-3	2	-0.9	4	-2	-3
Cc1ccccc1NC(=O)Nc1nnc(CC(=O)NCc2ccccc2)s1	1	i	0.9	-1	-8	5	-0.7	10	-3	3
CCOc1c(Nc2ccc(C(C)C)cc2)c(=O)c1=O	8	i	-0.1	-4	-11	-3	-0.1	-1	0	4
COc1ccc(CCNC(=O)CCCCCN2C(=O)[C@@H]3Cc4ccccc4CN3C2=O)cc1OC	9	i	-1.1	3	-9	-7	-0.7	0	-1	-4
NC(=O)C1CCCN(S(=O)(=O)c2ccc3ccccc3c2)C1 (centres undefined)	-14	i	-0.5	0	-5	1	0.3	2	-1	-5
NS(=O)(=O)c1ccc(N2C(=O)C3C4CC(C(Br)C4Br)C3C2=O)cc1 (centres undefined)	-3	i	2.3	-10	-8	1	-1.0	2	-1	-11
COc1ccc(Cl)cc1C(=O)NNC(=O)C1CCCO1 (centres undefined)	9	i	-1.0	1	-5	-1	-0.5	2	0	-4
COc1cccc(CN(C)C(=O)CCN=C2NS(=O)(=O)c3ccccc32)c1	-33	i	-1.0	-2	-1	1	-0.3	7	1	-1
CCC1(C)Cc2c(sc3c2c(=O)n(C)c2nnc(SCC(=O)c4ccccc4)n32)CO1 (centres undefined)	-109	i	-1.0	-1	-7	-5	-0.2	3	-1	0
COc1ccc(CN2[C@@H](CC(C)=O)c3ccc(/C=C/C(C)=O)cc3S2(=O)=O)cc1	-10	i	0.7	0	-9	-2	-0.1	6	-2	7
Cc1ccc(NC(=O)C(C)OC(=O)Cc2c[nH]c3ccccc23)cc1S(=O)(=O)N1CCOCC1 (centres undefined)	-19	i	-5.7	-15	-8	3	-0.2	-10	-1	6
CSc1nc2nc3c(c(=O)n2[nH]1)CCCC3	2	i	-0.9	0	-2	-4	0.0	3	8	-1
COc1ccc(OC)c(NC(=O)c2ccc3c(c2)C(=O)N(c2ccc(OC(C)=O)cc2)C3=O)c1	-2	i	0.5	-10	15	1	-1.2	-1	-1	-3
CC1Cc2cc(/C(O)=C3/C(=O)C(=O)N(CCCN(C)C)C3c3ccncc3)ccc2O1 (centres undefined)	6	i	-3.8	0	-5	-4	-1.0	1	4	-1
C=CCn1c(SCc2cc(=O)n3ccsc3n2)nc2ccccc2c1=O	15	i	-2.3	3	5	-2	-0.8	1	0	1
Cc1ccc(OCCNC(=O)/C=C/c2ccccc2)cc1C	10	i	0.9	-6	-10	-5	0.1	-2	-2	-12
Cc1cc(C(=O)OCC(=O)NCCN2C(=O)CSC2=O)ccc1[N+](=O)[O-]	6	i	-1.6	-23	-5	3	-0.6	1	-2	-2
COc1ccc(C(=O)C[n+]2cccc3cc(OC)ccc32)cc1	-12	nt	2.8	-36	-9	2	-0.1	-2	-5	-3
COc1ccccc1N1CCN(C(c2ccc(N(C)C)cc2)c2nnnn2CCc2ccccc2)CC1 (centres undefined)	-3	i	3.1	-1	-5	3	0.2	-2	1	1
CCC12CN(C(=O)c3ccc(OC)cc3)CC(CC)(CN(C(=O)c3ccc(OC)cc3)C1)C2=O	-5	i	0.0	2	-2	-3	0.1	3	-2	-1
CCCCc1cc(=O)oc2cc(C)cc(OCC(=O)NCc3ccncc3)c12	8	i	-0.8	4	-4	2	0.6	5	2	0
CCOc1ccc(NC(=S)N(CCc2c(C)[nH]c3ccc(C)cc23)Cc2cccnc2)cc1	-47	i	-0.5	0	0	9	-0.8	-25	0	-1
